Assay outcomes (PubChem BioAssay)
Tau fibril FP: inhibitors of human tau fibril formation; P10636; K18 P301L tau heparin fibrillization, Alexa594 FP, 6 h; 280,000 compounds, 0.39% hits; Potency, µM (highest dose often 57.7 µM), inactives show at the top dose activity, negative = inhibition, most hits filed as inhibitors; further: nearly all actives have a fitted effect of over 55% in size
Target sequence (P10636 561-689 P618L limits assumed): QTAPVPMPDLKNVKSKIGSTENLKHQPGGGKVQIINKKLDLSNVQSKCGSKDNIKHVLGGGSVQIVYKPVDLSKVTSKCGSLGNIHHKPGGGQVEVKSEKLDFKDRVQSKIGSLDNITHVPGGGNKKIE
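K18 P301L tau (15 uM unlabeled/0.24 uM Alexa 594-labeled, final) + compound + heparin 20 uM final; 100 mM NaOAc pH 7; 6 hr 37 C; ThT 30 uM final added, 1 hr RT; FP ex 555/em 632 nm.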
TRb SRC2 PPI: TRbeta-SRC2 interaction inhibition; P10828; TRbeta-SRC2 peptide binding, fluorescence polarization; receptor liganded with 1 µM T3; Potency, µM (highest dose often 106 µM), for inactives: at the top dose activity change, negative = inhibition, usual class: inhibitors; 280,000 compounds, 0.065% hits;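 further: plate controls were bound peptide for no effect and peptide without receptor for full effect; nearly all actives have a fitted effect of over 50% in size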
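Fluorescence polarization of 20 nM Texas Red SRC2 peptide with 0.6 uM human TRb ligand-binding domain, in Tris buffer with 1uM T3 and 5% DMSO. Incubated 5 hr ambient; normalized to unbound and bound controls.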
JMJD2E inh: blocks human JMJD2E demethylase activity | JMJD2E catalytic domain, FDH-coupled NADH fluorescence (FDH is formaldehyde dehydrogenase) | B2RXH2 | AID 2147 | 230,000 compounds, 1.6% hits | Potency, µM (top dose mostly 57.1 µM), for the others: at the highest dose activity change, negative = inhibition, most hits filed as inhibitors; active means well fitted inhibition curve with a large enough effect, not every such curve was filed as active; inconclusive means small, poorly fitted or top-dose-only effect, or another doubt; inactive means no such curve, though single readings can be large or run the other way;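 further: 0% = wells with enzyme and -100% = buffer wells without enzyme; nearly all actives have a fitted effect of over 50% in size; many of its hits are not listed in these tables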
Target sequence (B2RXH2 1-337 limits assumed): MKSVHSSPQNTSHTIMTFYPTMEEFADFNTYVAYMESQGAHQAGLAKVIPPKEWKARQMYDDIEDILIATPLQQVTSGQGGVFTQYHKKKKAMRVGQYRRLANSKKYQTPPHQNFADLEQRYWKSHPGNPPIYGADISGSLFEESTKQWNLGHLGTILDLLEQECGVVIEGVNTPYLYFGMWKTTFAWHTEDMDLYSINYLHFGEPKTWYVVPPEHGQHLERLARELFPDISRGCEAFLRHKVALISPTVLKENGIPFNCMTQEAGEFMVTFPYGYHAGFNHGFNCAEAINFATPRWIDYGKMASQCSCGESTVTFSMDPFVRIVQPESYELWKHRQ
L3MBTL1 inh: inhibitors of human L3MBTL1; Q9Y468; AlphaScreen L3MBTL1–H3K9me1 peptide binding; Potency, µM (doses to about 57.1 µM), for the others: at the top dose activity, negative = inhibition, actives largely listed as inhibitors; 230,000 compounds, 0.66% hits; further: nearly all actives have a fitted effect of over 60% in size
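AlphaScreen proximity signal between nickel-chelate acceptor and streptavidin donor beads (final 10 ug/mL) reports binding of 50 nM L3MBTL1 to 75 nM biotin-H3 K9me1 peptide; complex incubated with compounds 30 min at room temperature; cefsulodin titration as control.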
RGS12 GoLoco inh: inhibitors of human Gai1-RGS12 GoLoco interaction (red fluorophore) | P63096 | AID 880 | Potency, µM (titrated, usually from 61.6 µM), without a hit: at the highest dose activity, negative = inhibition, usual class: inhibitors | 230,000 compounds, 0.44% hits | Gai1:RGS12 GoLoco peptide FP, rhodamine, 10 min; active means well fitted inhibition curve with a large enough effect, not every such curve was filed as active; inactive means no such curve, though single readings can be large or run the other way; further: nearly all actives have a fitted effect of over 30% in size; many of its hits are not listed in these tables
Target sequence (P63096 whole entry, looked up): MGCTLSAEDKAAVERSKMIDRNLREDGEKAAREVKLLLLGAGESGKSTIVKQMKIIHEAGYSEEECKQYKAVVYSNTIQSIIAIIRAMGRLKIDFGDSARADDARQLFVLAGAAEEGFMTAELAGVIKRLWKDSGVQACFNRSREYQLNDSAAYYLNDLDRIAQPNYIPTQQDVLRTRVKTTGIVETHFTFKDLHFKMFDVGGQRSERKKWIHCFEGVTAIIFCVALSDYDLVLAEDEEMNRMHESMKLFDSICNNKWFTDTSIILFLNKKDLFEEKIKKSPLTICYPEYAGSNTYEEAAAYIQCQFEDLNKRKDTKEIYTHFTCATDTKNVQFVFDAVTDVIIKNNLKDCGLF
TexasRed fluor: counter-screen for TRb-SRC2 inhibitors: fluorescence interference | TRb/SRC2 Texas Red total fluorescence interference | Potency, µM (top dose mostly 106 µM), for the others: top-dose fluorescence change, negative = quenching | 280,000 compounds, 0.29% hits | AID 1479; active means well fitted curve in either direction with a large enough effect; inconclusive means small, poorly fitted or top-dose-only effect
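Flags fluorescent or light-absorbing compounds by total fluorescence, S + 2P, at 555 nm excitation and 632 nm emission. Mixture: 20 nM Texas Red SRC2 peptide, 0.6 uM human TRb LBD, 1 uM T3, 5% DMSO; compound exposure 5 h at ambient temperature.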
Tau fibril ThT: tau fibrillization inhibition (ThT binding); P10636; recombinant tau K18 P301L (four-repeat tau fragment), heparin-induced fibrillization, ThT fluorescence; Potency, µM (doses to about 57.4 µM), for the others: top-dose activity, negative = inhibition, hits mostly inhibitors; 270,000 compounds, 2.1% hits; further: nearly all actives have a fitted effect of over 55% in size
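Aggregation was driven by heparin (20 uM final) acting on recombinant tau […] bearing P301L in 100 mM sodium acetate pH 7; fibrils were detected with Thioflavin T.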
RECQ1 helicase: blocks DNA unwinding by human RECQ1. Potency, µM (series often up to 57.3 µM), for inactives: at the top dose activity, negative = inhibition, hits mostly inhibitors. RECQ1 DNA unwinding, red fluorescence kinetic read. P46063. 240,000 compounds, 0.54% hits;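 further: plate controls were vehicle for no effect and no enzyme for full effect; nearly all actives have a fitted effect of over 30% in size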
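50 nM RECQ1T1 preincubated 15 min with compound in Tris pH 8.0 buffer with MgCl2, DTT, Tween-20 and 2.5 ug/ml poly(dI-dC); started with 200 nM TAMRA/BHQ-2 forked duplex and 2 mM ATP. Unwinding read as fluorescence (525/598 nm), two reads 2 h apart.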
Active calls of the source: *; i = inactive; ? = inconclusive; nt = not tested or not shown; & = joins results of further samples; [ ] = another dose, or the depositor's remark. Unless noted, the call rests on the fitted dose curve; in most records, active means well fitted curve in the direction sought with a large enough effect; inconclusive means small, poorly fitted or top-dose-only effect, or another doubt; inactive means no such curve, though single readings can be large; an effect the other way counts as inactive or inconclusive. Unless noted, on the % scale 0 is the no-effect control and ±100 the full control effect; potency means the concentration at half of the fitted maximal effect. The list is partial (hit frequency here may not be typical).

SMILES | Tau fibril FP | TRb SRC2 PPI | JMJD2E inh | L3MBTL1 inh | RGS12 GoLoco inh | TexasRed fluor | Tau fibril ThT | RECQ1 helicase
CCN(CC)c1cc(Cl)c2nonc2c1N | -2% | -1% | -1% | ? | 1% | -4% | -5% | -1%
CCOc1ccc(NC(=S)NNC(=O)CC(C)O)cc1 (stereo unspecified) | -3% | 2% | -9% | 7% | 14% | -3% | -2% | -10%
O=C1c2oc3ccccc3c(=O)c2C(c2cccnc2)N1CCCN1CCOCC1 (stereo unspecified) | -1% | 1% | -10% | 3% | 0% | -1% | -3% | i
Cc1ccc2cc(C#N)c(NCCNC(=O)C3CC3)nc2c1C | 2% | -9% | ? | 5% | nt | -3% | -7% | -5%
COCCCNC(=O)C1CCN(S(=O)(=O)c2c(C)noc2/C=C\c2ccc(OC)cc2)CC1 | -1% | -12% | ? | 4% | -2% | 0% | -7% | -1%
COc1ccc(-c2noc(CCC(=O)N(C)c3cc(Cl)ccc3OC)n2)cc1 | -7% | -6% | nt | nt | nt | 0% | ? | nt
CCCCN(C)C(=O)c1nc2ccccn2c1CNC1CCC1 | 3% | -5% | -1% | 0% | 8% | -3% | 0% | i
COc1ccc(OCCC(=O)OCC(=O)Nc2ccc(Br)cc2)cc1 | ? | -2% | 13% | -6% | -15% | -2% | -8% | -2%
O=C(Nc1cccc(-c2nnc(-c3ccccc3)o2)c1)c1ccco1 | -14% | 5% | ? | -6% | 6% | 1% | 1% | 0%
C=CCNC(=S)NNC(=O)c1ccccc1OCC | -3% | -9% | 6% | -11% | 5% | -2% | 3% | i
CC1(C)Cc2ccccc2-c2nnc(-c3ccc4ccccc4n3)n21 | 0% | -20% | 4% | -3% | 1% | 2% | -12% | i
CCC(=O)Nc1cc(-c2nc3cc(C)cc(C)c3o2)ccc1C | 4% | -11% | nt | nt | nt | -29% | ? | nt
O=C(NNc1ccc([N+](=O)[O-])cc1)C1C2CCCCC21 (stereo unspecified) | -10% | -3% | 1% | 3% | -2% | -2% | ? | i
O=C(COc1nc2ccccc2nc1N1CCOCC1)Nc1ccc(S(=O)(=O)N2CCCC2)cc1 | -7% | -10% | -4% | 4% | 20% | -2% | 1% | i
CC(=O)Nc1cc2c(cc1C(C)=O)OCCO2 | -2% | -9% | ? | nt | -2% | -5% | -5% | -1%
Cc1ccc(NC(=O)/C=C/c2ccc(Cl)cc2)c(Br)c1 | -13% | -4% | nt | nt | nt | -5% | -7% | nt
CC(C)CC(=O)N=Nc1c(O)[nH]c2ccccc12 | -7% | 0% | 1% | nt | 3% | -1% | -5% | -11%
COc1cc(NC(=O)c2cc(C(C)C)on2)c(OC)cc1Cl | -8% | 2% | ? | nt | 2% | 4% | ? | i
COc1ccc(C(=O)Nc2onc3c2CCCC3)cc1 | -4% | 8% | nt | nt | nt | -11% | -17% | nt
CCOC(=O)NC(=S)Nc1ccc(OC)cc1 | 3% | 4% | 2% | 2% | 17% | -4% | -4% | 4%
CCC1=[N+](C)CCn2c(C)ccc21 | 5% | -5% | -6% | nt | -95% | 1% | -15% | i
COc1ccccc1CNC(=O)/C=C/C(=O)O | 1% | -9% | -8% | -2% | 11% | -3% | -2% | -1%
O=C(CN(Cc1cccs1)C(=O)CSc1nnc(COc2ccccc2)o1)NC1CCCC1 | -3% | 4% | -2% | nt | 1% | -3% | 2% | -2%
CCN(CC)CCN1C(=O)C(O)=C(C(=O)c2cc3cccc(OC)c3o2)C1c1cccs1 (stereo unspecified) | -15% | -2% | -6% | -4% | 5% | 0% | -15% | -1%

An excerpt from further up, for reference:
SMILES | Tau fibril FP | TRb SRC2 PPI | JMJD2E inh | L3MBTL1 inh | RGS12 GoLoco inh | TexasRed fluor | Tau fibril ThT | RECQ1 helicase
O=C(NNc1ccc([N+](=O)[O-])cc1)C1C2CCCCC21 (stereo unspecified) | -10% | -3% | 1% | 3% | -2% | -2% | ? | i
O=C(COc1nc2ccccc2nc1N1CCOCC1)Nc1ccc(S(=O)(=O)N2CCCC2)cc1 | -7% | -10% | -4% | 4% | 20% | -2% | 1% | i

Additional structures:
SMILES | Tau fibril FP | TRb SRC2 PPI | JMJD2E inh | L3MBTL1 inh | RGS12 GoLoco inh | TexasRed fluor | Tau fibril ThT | RECQ1 helicase
CC(CN(C)C)C(C)(O)Cc1ccc(Cl)cc1 (stereo unspecified) | ? | -4% | nt | nt | 10% | -1% | -19% | -4%
CCCCCCCC(=O)N1c2ccccc2NC(=O)C1CC(=O)Nc1ccc(C(=O)O)cc1 (stereo unspecified) | 2% | 0% | 9% | 7% | 1% | -1% | -7% | -3%
CCC(Sc1nc2ccccc2c2nc(-c3ccccc3)nn12)C(=O)Nc1cccc(OC)c1 (stereo unspecified) | -10% | -2% | nt | nt | nt | -2% | 10% | nt
CCOC(=O)C1CCN(C(=S)Nc2cccc(C)c2)CC1 | -3% | -10% | 3% | 2% | 4% | 0% | -10% | 0%
Cc1onc(-c2ccccc2Cl)c1C(=O)N1CCN(C/C=C/c2ccccc2)CC1 | 10% | -5% | -3% | -2% | -4% | -2% | -4% | -8%
COc1ccc(/C=N/NC(=O)C2C(=O)NCC2c2ccccc2)c(OC)c1 (stereo unspecified) | 2% | -1% | -4% | -2% | 2% | -1% | 7% | -6%
C/C(=N\NC(=O)c1cnccn1)c1ccc([N+](=O)[O-])cc1 | 2% | -3% | 0% | -3% | -13% | 0% | ? | 8%
Cc1nnc(SCc2ccccc2CSc2nnc(C)s2)s1 | ? | 0% | 0% | -13% | 4% | -4% | -1% | 0%
COc1ccccc1C1/C(=C(/O)c2ccc(C)cc2)C(=O)C(=O)N1Cc1ccco1 (stereo unspecified) | 4% | 5% | 0% | -4% | -15% | -4% | 0% | 1%
Cc1cccc(NS(=O)(=O)c2cc(C(=O)N3CCc4ccccc4C3)ccc2Cl)c1C | -4% | 1% | 3% | -7% | 5% | -3% | -5% | -3%
NC(=O)C1CCN(Cc2nc(-c3cccs3)no2)CC1 | -5% | -3% | -1% | 11% | 5% | 6% | -1% | 11%
CN1CCN(C(=O)CN(Cc2ccccc2)S(C)(=O)=O)CC1 | -1% | -2% | 9% | nt | -3% | -1% | -11% | -7%
COc1cc(O)c(C(=O)/C=C\c2ccc3c(c2)OCO3)c(OC)c1 | -5%[11.6 µM] | 1%[11.2 µM] | nt | nt | nt | -1%[11.2 µM] | ? | i[11.5 µM]
CN1C(=O)c2cccc(NC(=O)C3CCCCC3)c2C1=O | -13% | -9% | ? | nt | -6% | 2% | -4% | -6%
COc1ccc2c(c1)c1ncn(CCN3CCCC3)c(=O)c1n2C | -3% | -11% | ? | -2% | nt | -1% | -7% | -1%
COc1ccccc1NC(=O)C(C/C=C(\C)Cl)C(C)=O (stereo unspecified) | -2% | -9% | 9% | -1% | 6% | -4% | -1% | -3%
Cc1nc2ccc(NC(=O)c3ccc(Cl)c(NC(=O)c4cccs4)c3)cc2s1 | -1% | -1% | 26% | -11% | 12% | 0% | ? | -15%
Cn1nnnc1SCC(=O)Nc1ccccc1N1CCOCC1 | -2% | -7% | -2% | -1% | 3% | 1% | -6% | 11%
O=C(CCSCc1cnn(-c2ccccc2)c1-n1cccc1)NCc1ccc(Cl)cc1 | 0% | -3% | nt | nt | nt | 0% | -8% | nt
CCNC(=O)COC(=O)c1cc(-c2ccco2)nc2ccccc12 | ? | 7% | ? | 25µM* | -1% | -13% | ? | 28µM*
CC(C)CO/N=C1/C[C@@H](O)[C@@H](O)[C@@H]2[C@@H]3C(=O)N(Cc4ccccc4)C(=O)[C@H]3CC[C@@H]12 | 7%[11.6 µM] | 1%[11.2 µM] | nt | nt | nt | -2%[11.2 µM] | -3%[11.5 µM] | i[11.5 µM]
CN(C)c1nccc(Nc2ccccc2)c1C#N | -18% | -16% | 5% | 1% | nt | -3% | -9% | -5%
COCCNc1oc(-c2ccccc2Cl)nc1C#N | -3% | -13% | ? | nt | 2% | 1% | 2% | -15%
CC(=O)N/C(=C\c1ccccc1)C(=O)N1CCOCC1 | 1% | 7% | 4% | -1% | 14% | -1% | -8% | i
O=c1oc2ccccc2c(Nc2cccc3cccnc23)c1[N+](=O)[O-] | -11% | -3% | ? | ? | 15% | -7% | ? | 11%
CCc1ccc(NC(=O)N(Cc2ccc(C)cc2)Cc2cccn2-c2nnc(N3CCCC3=O)s2)cc1 | -6% | 10% | nt | nt | nt | -8% | -10% | nt
COc1ccc(-c2[nH]c(-c3cc(OC)c4c(c3)OCO4)nc2-c2ccccc2)cc1 | ? | 10% | ? | -17% | 22% | -2% | ? | -18%
COC(=O)N1CCN(c2ccc(C)c(C)c2)CC1 | 8% | -2% | 7% | 20% | 12% | 1% | -14% | -6%
O=C(Cn1ncc2c1-c1ccccc1OC2)N1CCN(c2ccccc2F)CC1 | 5% | 0% | nt | nt | nt | 1% | 4% | nt
COCCNc1nc(C)nc2c1nc(-c1ccccc1)n2CCCN1CCCCC1C (stereo unspecified) | 2% | 1% | ? | nt | -3% | 1% | -6% | i
O=S(=O)(Nc1ccc(Cc2ccncc2)cc1)c1ccc(Cl)cc1 | -13%[2.34 µM] | -1% | -5% | 9% | 10% | -1% | 5% | -7%
CCC(C)Nc1ncnc2c1cnn2Cc1ccc(Cl)cc1 (stereo unspecified) | 1% | -10% | -8% | nt | 8% | -6% | -7% | -8%
Cc1ccc(C)c(CN2CCCN(C(=O)Cn3ncc4c3-c3ccccc3OC4)C2)c1 | 1% | -6% | 4% | nt | 2% | -1% | -4% | -7%
COc1cc(O)c(C(CCN2CCCCC2)c2cc(OC)c(OC)c(OC)c2)c(OC)c1 (stereo unspecified) | -1% | 6%&-2% | -11% | nt | -2% | 0%&-6% | 2% | 8%
O=C(N/N=C\c1ccc(Cl)s1)c1cccs1 | ? | -12% | -12% | nt | 8% | -3% | -17% | 0%
CC(C)=CCN1CCN(Cc2ccc(Sc3nncn3C)o2)CC1CCO (stereo unspecified) | -6% | 0% | -5% | 4% | -1% | 1% | -4% | -11%
CCc1ccc(CN2C(=O)CCC2(C)C(=O)NC2CCCC2)cc1 (stereo unspecified) | -6% | -10% | 8% | -7% | -8% | -1% | -5% | 1%
